rCAG binder: molecules binding r(CAG) RNA repeats. 370,000 tested, 1.3% active. r(CAG) RNA repeat, TO-PRO-1 dye displacement fluorescence. AID 651821. inhibition, % at 3 µM;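 active = inhibition above the plate cutoff, the mean of all test compounds on that plate plus 3 SD, cut at about 35% in these data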;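 also: 0% = DMSO alone and 100% = 100 µM mitoxantrone as full dye displacement; higher means more dye released from RNA so lower well fluorescence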
PRMT1 inh: PRMT1 (human) inhibition, primary screen. inhibition, % at 2.79 µM. recombinant PRMT1, activity-based probe fluorescence polarization. AID 652257. 370,000 tested, 1.3% active;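 active = inhibition above about 21% made by adding two undisclosed values, limit read from the data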
NPR1 activator: GC-A (human) enzyme activation; HEK293 GC-A cells, cGMP TR-FRET, EC30 ANP; 0% at EC30 ANP, 100% saturating ANP; activation, % at 10 µM; 370,000 tested, 0.14% active; in the data active = activation above about 40%
mABHD4 FP: ABHD4 (mouse) inhibition, primary FP screen; inhibition, % at 8.92 µM; 370,000 tested, 0.54% active; Q8VD66; purified mABHD4, FP-Rh probe fluorescence polarization;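 active = inhibition exceeding the mean over every tested compound plus 3 SD, cut at about 30% in these data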;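 also: 0% = plate median of compound wells and 100% = S159A mutant with DMSO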
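Test system: mABHD4 protein | Buffer or medium: HEPES pH 7.0 buffer, 150 mM NaCl, 0.01% Pluronic F-127 | Probe or stimulus: FP-Rh fluorescent activity-based probe, added after compound pre-incubation | Timing: Pre-incubation 45 min, probe exposure 60 min, at 25 °C | Technique: Fluorescence polarization, excitation 525 nm, emission 598 nm, BODIPY TMR filters | Repeats: Single well per compound (singlicate)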
GC-B act: GC-B (human) receptor activation; P20594; HEK293-GC-B cells, CNP EC30, cGMP TR-FRET; 0% at EC30 CNP, 100% saturating CNP; activation, % at 10 µM; 370,000 tested, 0.11% active; AID 1920062;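 active = activation at 10 µM reaching about 35% in either raw or pattern-adjusted values, limit read from the data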
Target sequence (P20594 whole entry, looked up): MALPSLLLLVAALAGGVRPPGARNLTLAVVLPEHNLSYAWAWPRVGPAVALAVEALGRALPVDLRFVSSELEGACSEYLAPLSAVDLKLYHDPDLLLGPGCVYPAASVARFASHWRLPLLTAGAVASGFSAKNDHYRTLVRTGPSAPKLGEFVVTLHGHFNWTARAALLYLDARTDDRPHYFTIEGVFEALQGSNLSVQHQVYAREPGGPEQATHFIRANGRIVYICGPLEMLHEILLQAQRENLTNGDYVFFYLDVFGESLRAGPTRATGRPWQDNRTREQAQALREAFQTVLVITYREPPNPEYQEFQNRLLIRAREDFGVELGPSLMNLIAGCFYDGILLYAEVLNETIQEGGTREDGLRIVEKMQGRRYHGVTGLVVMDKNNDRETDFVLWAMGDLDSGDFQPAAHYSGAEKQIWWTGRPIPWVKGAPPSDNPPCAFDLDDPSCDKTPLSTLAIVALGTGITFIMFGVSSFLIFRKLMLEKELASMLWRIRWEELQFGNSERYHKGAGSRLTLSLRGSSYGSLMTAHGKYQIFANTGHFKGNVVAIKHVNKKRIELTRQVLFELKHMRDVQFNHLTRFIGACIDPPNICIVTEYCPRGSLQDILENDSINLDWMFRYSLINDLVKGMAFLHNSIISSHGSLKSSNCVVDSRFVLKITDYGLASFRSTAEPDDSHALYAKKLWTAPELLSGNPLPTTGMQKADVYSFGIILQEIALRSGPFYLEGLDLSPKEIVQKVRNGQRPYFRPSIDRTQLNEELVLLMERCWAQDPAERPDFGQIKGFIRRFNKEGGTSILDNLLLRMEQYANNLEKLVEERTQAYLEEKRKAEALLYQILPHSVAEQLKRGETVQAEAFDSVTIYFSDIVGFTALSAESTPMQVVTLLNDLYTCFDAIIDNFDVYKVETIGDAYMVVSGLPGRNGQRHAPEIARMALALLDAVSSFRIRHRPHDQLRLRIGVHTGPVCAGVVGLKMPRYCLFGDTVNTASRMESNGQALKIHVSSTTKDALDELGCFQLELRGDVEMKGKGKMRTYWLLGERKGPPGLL
MBD2 DNA inh: MBD2-methylated oligo binding inhibition; TR-FRET, MBD2 binding to methylated oligonucleotide; inhibition, % at 4.4 µM; 370,000 tested, 0.31% active; in the data active = inhibition above about 13%
UHRF1 MBD2 ctr: UHRF1 methyl-DNA binding inhibition; UHRF1 binding to methylated oligo, TR-FRET; inhibition, % at 4.4 µM; 370,000 tested, 0.75% active; AID 687016; in the data active = inhibition above about 21%;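 also: UHRF1 SRA domain binding a hemimethylated CpG hairpin DNA probe; 0% = median of test compound wells and 100% = reference inhibitor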
TCR CD3 inh: human TCR-CD3 binding inhibition. TAMRA-labeled TCR probe fluorescence, biochemical. inhibition, % at 9.4 µM. 360,000 tested, 0.37% active. AID 651800; in the data active = inhibition above about 19%;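 also: recombinant mutant TCR 2C K166C tagged with TAMRA read by polarization; 0% = receptor in buffer alone and 100% = receptor with positive control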
SIAE inh: blocks human sialic acid acetylesterase. SIAE FP-Rh probe binding, fluorescence polarization. 370,000 tested, 0.69% active. inhibition, % at 9.66 µM. Q9HAT2;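 active = inhibition above a cutoff: mean of compounds within the control limits plus 3 SD of those, cut at about 17% in these data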;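 also: 0% = plate median of compound wells and 100% = probe without SIAE protein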
HTRA1 inhibitor: inhibitors of human serine peptidase HTRA1; Q92743; 340,000 tested, 0.5% active; inhibition, % at 5.96 µM; recombinant HTRA1, FP-rhodamine activity-based probe, fluorescence polarization; in the data active = inhibition above about 36%;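 also: 0% = enzyme with DMSO and 100% = wells lacking enzyme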
Starred values were filed as active, the others as inactive. This is a subset; rates above refer to the full screens.

Start of the data: the first 15 records (preview)
1	O=C(NCc1cccc(Br)c1)C1CC2Cn3c(nc4ccccc43)C2N1c1ccccc1 (stereo not given)
2	CCCc1cc(C(=O)Nc2cnn(Cc3ccc(F)cc3)c2)no1
3	CN(C(=O)c1ccccn1)c1nnc(-c2ccccn2)s1
4	CN(C)CCCOC(=O)c1ccccc1
5	Cc1ccc(-c2nnc(SCC(=O)Nc3nccs3)n2N)cc1
6	CCc1ccc(OCC(=O)NNC(=O)c2cc(S(=O)(=O)N(C)C)ccc2N2CCCC2)cc1
7	O=C(c1cc(COc2c(F)cccc2F)on1)N1CCN(C2CCCCC2)CC1
8	Cc1ccc(CNC(=O)c2cc3c(-c4ccc(Cl)cc4)nn(C)c3s2)o1
9	CCCn1c(SCC(N)=O)nc2c(c1=O)C1(CCCC1)Cc1ccccc1-2
10	COc1ccccc1N1CCN(S(=O)(=O)c2ccccc2)CC1
11	COc1ccc(/C=C2\SC(=S)N(CCCC(=O)Nc3cc(C)on3)C2=O)cc1OC
12	O=C(NNC(=O)c1ccccc1OCc1ccccc1)c1ccccc1F

assay / entry	1	2	3	4	5	6	7	8	9	10	11	12
rCAG binder	3	-3	0	1	-2	2	-9	14	4	-3	6	-1
PRMT1 inh	1	1	2	3	0	6	2	9	7	0	1	0
NPR1 activator	-4	-2	1	-4	1	-2	3	14	-13	4	-6	-2
mABHD4 FP	3	0	-5	-1	5	-8	1	-100	-17	0	-3	8
GC-B act	-3	-4	0	4	1	-2	-4	11	-11	-2	-2	-4
MBD2 DNA inh	5	5	-5	2	5	-4	2	-1	12	2	2	-3
UHRF1 MBD2 ctr	-1	-1	-2	2	0	1	-1	-1	18	1	1	5
TCR CD3 inh	5	-5	1	4	-3	-15	-4	-2	-3	8	-12	4
SIAE inh	-1	-5	-1	-4	5	6	-1	-112	3	-3	-7	3
HTRA1 inhibitor	-7	-6	2	3	8	-3	-5	-108	-8	1	-36	-2

13	CCCCn1nnnc1SCC(=O)NCc1ccco1
14	O=C(NCC1CCCO1)C(c1cccs1)N(Cc1ccccc1)C(=O)c1ccc(-c2ccccc2)[nH]1 (stereo not given)
15	Cc1nnc(SCc2nnc(-c3ccc(Cl)cc3)o2)n1-c1ccccc1

assay / entry	13	14	15
rCAG binder	3	4	-4
PRMT1 inh	1	3	-2
NPR1 activator	0	-5	-3
mABHD4 FP	13	-16	0
GC-B act	3	2	-5
MBD2 DNA inh	-1	4	-2
UHRF1 MBD2 ctr	-1	0	-6
TCR CD3 inh	4	1	-4
SIAE inh	0	0	-2
HTRA1 inhibitor	-4	-49	-2

This part in full, repeating the preview:
1	O=C(NCc1cccc(Br)c1)C1CC2Cn3c(nc4ccccc43)C2N1c1ccccc1 (stereo not given)
2	CCCc1cc(C(=O)Nc2cnn(Cc3ccc(F)cc3)c2)no1
3	CN(C(=O)c1ccccn1)c1nnc(-c2ccccn2)s1
4	CN(C)CCCOC(=O)c1ccccc1
5	Cc1ccc(-c2nnc(SCC(=O)Nc3nccs3)n2N)cc1
6	CCc1ccc(OCC(=O)NNC(=O)c2cc(S(=O)(=O)N(C)C)ccc2N2CCCC2)cc1
7	O=C(c1cc(COc2c(F)cccc2F)on1)N1CCN(C2CCCCC2)CC1
8	Cc1ccc(CNC(=O)c2cc3c(-c4ccc(Cl)cc4)nn(C)c3s2)o1
9	CCCn1c(SCC(N)=O)nc2c(c1=O)C1(CCCC1)Cc1ccccc1-2
10	COc1ccccc1N1CCN(S(=O)(=O)c2ccccc2)CC1

assay / entry	1	2	3	4	5	6	7	8	9	10
rCAG binder	3	-3	0	1	-2	2	-9	14	4	-3
PRMT1 inh	1	1	2	3	0	6	2	9	7	0
NPR1 activator	-4	-2	1	-4	1	-2	3	14	-13	4
mABHD4 FP	3	0	-5	-1	5	-8	1	-100	-17	0
GC-B act	-3	-4	0	4	1	-2	-4	11	-11	-2
MBD2 DNA inh	5	5	-5	2	5	-4	2	-1	12	2
UHRF1 MBD2 ctr	-1	-1	-2	2	0	1	-1	-1	18	1
TCR CD3 inh	5	-5	1	4	-3	-15	-4	-2	-3	8
SIAE inh	-1	-5	-1	-4	5	6	-1	-112	3	-3
HTRA1 inhibitor	-7	-6	2	3	8	-3	-5	-108	-8	1

11	COc1ccc(/C=C2\SC(=S)N(CCCC(=O)Nc3cc(C)on3)C2=O)cc1OC
12	O=C(NNC(=O)c1ccccc1OCc1ccccc1)c1ccccc1F
13	CCCCn1nnnc1SCC(=O)NCc1ccco1
14	O=C(NCC1CCCO1)C(c1cccs1)N(Cc1ccccc1)C(=O)c1ccc(-c2ccccc2)[nH]1 (stereo not given)
15	Cc1nnc(SCc2nnc(-c3ccc(Cl)cc3)o2)n1-c1ccccc1
16	CC(C)(C)NC(=S)NNC(=O)c1ccncc1
17	COc1ccc(OC)c(C2=Nn3c(nnc3-c3ccco3)SC2)c1
18	CCC(=O)N1CCN(c2ccc(Cl)cc2NC(=S)NC(=O)c2ccco2)CC1
19	FC(F)(F)c1ccc(N2CCN(Cc3ccc4c(c3)OCO4)CC2)nc1
20	CCOC(=O)CSc1nnc(-c2ccccc2)o1

assay / entry	11	12	13	14	15	16	17	18	19	20
rCAG binder	6	-1	3	4	-4	-2	-1	-1	-8	-2
PRMT1 inh	1	0	1	3	-2	-1	1	-1	4	0
NPR1 activator	-6	-2	0	-5	-3	0	14	-1	4	-1
mABHD4 FP	-3	8	13	-16	0	5	3	2	-9	2
GC-B act	-2	-4	3	2	-5	2	22	3	-3	1
MBD2 DNA inh	2	-3	-1	4	-2	5	0	3	8	-3
UHRF1 MBD2 ctr	1	5	-1	0	-6	4	1	-3	1	-1
TCR CD3 inh	-12	4	4	1	-4	-6	-7	1	3	5
SIAE inh	-7	3	0	0	-2	3	-2	2	-5	-10
HTRA1 inhibitor	-36	-2	-4	-49	-2	-4	4	-3	0	-4

21	CSc1nc(Cl)cc(N2CCOCC2)n1
22	CC(C)(C)Cc1c(-c2ccc(F)cc2)nc2ccc(Cl)cn12
23	COC(=O)CCCNC(=O)c1ccc2nc(Cc3ccc(OC)cc3)oc2c1
24	CCc1nnc(NS(=O)(=O)c2ccc(NC(=S)NC(=O)/C=C/c3ccc([N+](=O)[O-])cc3)cc2)s1
25	O=C(NN1C(=O)NC2(CCCCC2)C1=O)c1ccc(Cl)c(Cl)c1
26	O=C(NCc1ccccn1)c1ccc(Cl)cc1Cl
27	CCO[C@H]1OC(C(=O)NC2CC2)=C[C@@H](c2ccc3c(c2)OCO3)[C@@H]1CCCO
28	O=C(c1cccc(N2C(=O)c3ccccc3C2=O)c1)N1CCCC(C(F)(F)F)C1 (stereo not given)
29	Oc1c(Cl)cc(Cl)cc1/C=N/c1ncn[nH]1
30	O=C(CCc1nnc(CCC2CCCCC2)o1)NCc1ccon1

assay / entry	21	22	23	24	25	26	27	28	29	30
rCAG binder	1	1	-5	37*	4	-3	-5	-6	1	-6
PRMT1 inh	1	-1	1	1	6	1	-1	-5	0	-1
NPR1 activator	4	26	-2	-1	-3	1	-4	2	3	2
mABHD4 FP	9	-6	4	-7	-9	3	-3	0	4	0
GC-B act	-3	-1	0	4	-2	0	2	4	4	0
MBD2 DNA inh	5	2	-7	2	3	6	0	0	-7	-2
UHRF1 MBD2 ctr	0	19	0	0	8	-1	-2	-3	-5	-2
TCR CD3 inh	1	4	2	1	5	-2	10	3	0	4
SIAE inh	-4	0	1	-3	-3	-2	-4	6	-7	-2
HTRA1 inhibitor	3	-15	-3	-1	0	-1	4	0	-3	-4

31	O=C(Nc1ccccc1-c1ccccc1)C(c1ccccc1)c1ccccc1
32	Cc1c(C(=O)N2CCN(c3cccc(Cl)c3)CC2)cccc1[N+](=O)[O-]
33	CCOC(=O)N1CCN(C(=O)CSc2ccc(Cl)cc2)CC1
34	COc1ccc(OC)c(NC(=O)Cc2nn(C)c(=O)c3ccccc23)c1
35	Cc1c(C#N)c(=O)c(-[n+]2ccccc2)c([S-])n1-c1ccc(Cl)cc1
36	Cc1oc(-c2cccc3ccccc23)nc1CN1CCN(c2ncnc3ccccc23)CC1
37	O=C(c1cccs1)N(C(=O)c1cccs1)c1ccccn1
38	CC(C)c1nc2c(c(=O)n(C)c(=O)n2C)n1C
39	COc1ccc(NC(=O)c2oc3ccccc3c2NC(=O)C2CC2)cc1OC
40	CC1(C)CC(=O)C2=C(C1)OC(c1cccs1)C(C#N)=C2N (stereo not given)

assay / entry	31	32	33	34	35	36	37	38	39	40
rCAG binder	-3	-4	-1	-2	6	-4	-4	1	-1	0
PRMT1 inh	5	2	2	0	0	-6	3	-3	-2	1
NPR1 activator	-15	-11	-3	-1	2	-5	1	1	6	1
mABHD4 FP	-2	1	-1	-1	-2	2	1	-5	-2	4
GC-B act	-6	-5	-12	-2	-6	-3	1	-2	4	-1
MBD2 DNA inh	2	6	-6	3	0	4	0	1	-6	1
UHRF1 MBD2 ctr	0	9	2	-1	-2	-2	2	2	-1	-1
TCR CD3 inh	0	0	4	-3	2	4	-1	6	5	2
SIAE inh	-3	-4	19*	-7	8	6	3	-11	-2	1
HTRA1 inhibitor	-5	-8	-1	2	-3	-27	-3	0	-9	5

41	CCOC(=O)c1ccc(NC(=O)CSc2nnc(CNc3ccc(C)cc3)n2C)cc1
42	Cc1ccc(S(=O)(=O)N2CCC[C@H]2C(=O)OCC(=O)N2c3ccccc3NC(=O)C2(C)C)cc1
43	COCCCN(C(=O)c1ccco1)c1nc(-c2ccc(OC)cc2)cs1
44	O=C1NC(CCc2ccccc2)C(=O)N1CCOc1ccccc1 (stereo not given)
45	N#Cc1c(-c2ccccc2)nc(SCC(=O)Nc2ccccc2F)[nH]c1=O
46	Cc1nn(-c2ccccc2)c(N2CCCCC2)c1/C=N/O
47	O=C(NCc1ccco1)N1c2ccccc2Sc2ccccc21
48	COC(=O)C1=C(C)NC(C)=C(C(=O)OC)C1c1ccccn1

assay / entry	41	42	43	44	45	46	47	48
rCAG binder	-1	4	0	-5	44*	-7	-6	-5
PRMT1 inh	-1	0	0	1	16	-1	1	6
NPR1 activator	0	3	-2	3	0	2	-14	-2
mABHD4 FP	-1	-4	-3	5	-13	-10	-6	-5
GC-B act	6	8	-10	0	1	-2	-2	3
MBD2 DNA inh	-2	-5	-6	0	1	0	-5	2
UHRF1 MBD2 ctr	-1	0	3	1	2	0	2	6
TCR CD3 inh	4	8	-3	5	-13	7	-2	1
SIAE inh	5	4	-3	-7	-3	3	12	-6
HTRA1 inhibitor	-20	-2	-43	-4	-11	-3	-4	4

Screens (PubChem)
